Bioassay records (PubChem BioAssay)
IP6K1 inh: inhibitors of human IP6K1; IP6K1 kinase, ADP-Glo luminescence, 2 h; hits give low values; activity change, % (series mostly up to about 58 µM); 0.81% of 140,000 active; AID 1645851; in the data active means activity change below about -25%
Target sequence (Q92551 whole entry, looked up): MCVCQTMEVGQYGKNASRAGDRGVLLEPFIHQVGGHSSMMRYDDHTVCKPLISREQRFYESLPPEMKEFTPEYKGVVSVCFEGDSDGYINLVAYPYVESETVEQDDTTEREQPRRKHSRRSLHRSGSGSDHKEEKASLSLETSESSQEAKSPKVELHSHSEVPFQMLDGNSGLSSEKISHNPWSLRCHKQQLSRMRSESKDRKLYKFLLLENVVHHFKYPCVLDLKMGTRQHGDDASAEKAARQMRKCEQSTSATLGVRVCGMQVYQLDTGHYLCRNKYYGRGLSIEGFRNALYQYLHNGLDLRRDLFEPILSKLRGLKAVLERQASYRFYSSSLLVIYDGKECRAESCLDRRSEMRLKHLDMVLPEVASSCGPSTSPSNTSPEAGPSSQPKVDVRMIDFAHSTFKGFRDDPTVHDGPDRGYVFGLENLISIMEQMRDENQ
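ADP-Glo luminescence measures ADP made by human IP6K1 during a 2 h RT reaction with ATP/IP6 (mix at 1.3 mM/130 uM); top library doses 57.5 and 19.1 uM final.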
HEK293 viab: cell viability loss counter-screen. HEK-293-SNCA-luc viability, GF-AFC fluorescence, 24 h. Potency, µM (doses to about 57.1 µM), without a hit: at the top dose activity change, negative = cytotoxicity, usual class: cytotoxic. 0.12% of 150,000 active. AID 1671193;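 further: potency means the concentration at half of the fitted maximal effect; 0% = DMSO-treated cells and -100% = medium-only wells without cells; nearly all actives have a fitted effect of over 30% in size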
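HEK-293-SNCA-luc cells (1500/well) plated 24 h, then exposed 24 h to a dilution series; GF-AFC added 30 min at 37C, fluorescence 405/540 nm; normalised to medium-only and DMSO wells, Hill fit.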
FLuc inh: Photinus pyralis luciferase inhibition | 2.5% of 76,000 active | Potency, µM (series often up to 115 µM), for the others: at the highest dose activity change, negative = inhibition, usual class: inhibitors | P08659 | AID 1347043 | purified P. pyralis luciferase, luminescence, biochemical; further: potency means the concentration at half of the fitted maximal effect; nearly all actives have a fitted effect of over 65% in size
Target sequence (P08659 whole entry, looked up): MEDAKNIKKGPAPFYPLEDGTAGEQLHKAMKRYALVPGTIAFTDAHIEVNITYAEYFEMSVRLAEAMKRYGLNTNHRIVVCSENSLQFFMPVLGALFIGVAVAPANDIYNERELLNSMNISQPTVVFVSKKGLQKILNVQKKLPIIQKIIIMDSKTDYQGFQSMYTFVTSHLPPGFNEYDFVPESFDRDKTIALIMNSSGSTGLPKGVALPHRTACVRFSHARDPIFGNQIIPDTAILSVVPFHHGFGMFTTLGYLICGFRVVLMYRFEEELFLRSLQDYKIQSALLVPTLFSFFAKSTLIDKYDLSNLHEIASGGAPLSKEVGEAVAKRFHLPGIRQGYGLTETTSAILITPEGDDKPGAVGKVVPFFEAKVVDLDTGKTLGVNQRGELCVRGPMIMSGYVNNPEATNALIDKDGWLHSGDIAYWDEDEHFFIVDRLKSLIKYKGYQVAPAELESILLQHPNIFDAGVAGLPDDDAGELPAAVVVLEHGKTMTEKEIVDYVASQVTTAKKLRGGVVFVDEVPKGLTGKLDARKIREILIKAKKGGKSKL
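Cell-free enzyme assay, 10nM P. pyralis luciferase, luciferin and ATP each at 10uM. Inhibition profiled over a 6-point titration, read as luminescence.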
HEK cytotox: cytotoxic compounds in HEK 293 cells | HEK 293 viability, ATP luminescence (CellTiter-Glo), 48-72 h | Potency, µM (series often up to 115 µM), for inactives: at the highest dose activity change, negative = cytotoxicity, most hits filed as inhibitors | 6.6% of 94,000 active | AID 1345083; further: potency means the concentration at half of the fitted maximal effect; nearly all actives have a fitted effect of over 60% in size
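Viability of HEK 293 cells, plated at 250 cells/well, was judged by cellular ATP after compound treatment for 48 or 72 hr. Luminescence was imaged 10 min after CellTiter-Glo addition at room temperature.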
3T3 cytotox: kills NIH 3T3 cells | AID 1345082 | NIH 3T3 viability, CellTiter-Glo ATP luminescence, 48-72 h | Potency, µM (titrated, usually from 96.7 µM), for inactives: top-dose activity change, negative = cytotoxicity, hits mostly inhibitors | 4.3% of 94,000 active; further: potency means the concentration at half of the fitted maximal effect; nearly all actives have a fitted effect of over 55% in size
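ATP-dependent luminescence (CellTiter-Glo) served as the viability signal for NIH 3T3 cells treated with compound for 48 or 72 hr at 37 °C.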
SNCA expr inh: reduces expression of the alpha-synuclein gene | HEK-293 SNCA-luciferase knock-in, luminescence, 24 h | Potency, µM (doses to about 57.2 µM), inactives show at the highest dose activity change, negative = inhibition, hits mostly inhibitors | 0.17% of 140,000 active | AID 1671194;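 further: potency means the concentration at half of the fitted maximal effect; plate controls were DMSO cells for no effect and cell-free wells for full effect; nearly all actives have a fitted effect of over 45% in size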
GPT2 inh: blocks human glutamate pyruvate transaminase 2 | 0.25% of 100,000 active | Potency, µM (titrated, usually from 57.7 µM), inactives show at the highest dose activity change, negative = inhibition, most hits filed as inhibitors | Recombinant GPT2, coupled pyruvate oxidase/HRP Amplex Red fluorescence; further: potency means the concentration at half of the fitted maximal effect; nearly all actives have a fitted effect of over 60% in size; many of its hits are not listed in these tables
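Recombinant GPT2 (10ng/uL) with 250uM a-KG and 2mM L-alanine, 30 min at room temperature, in HEPES pH 7.5 buffer. Pyruvate detected by pyruvate oxidase/HRP/Amplex Red fluorescence after 30 min in the dark; AOA (50uM) as positive control.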
* hit, by the source's call; i = inactive; ? = inconclusive; / = not tested or not shown; & = joins results of further samples; [ ] = another dose, or the depositor's remark. Unless noted, the call rests on the fitted dose curve; in most records, active means well fitted curve in the direction sought with a large enough effect; inconclusive means small, poorly fitted or top-dose-only effect, or another doubt; inactive means no such curve, though single readings can be large; an effect the other way counts as inactive or inconclusive. Unless noted, on the % scale 0 is the no-effect control and ±100 the full control effect. Rows were taken by chance; any-hit rate near 7.7%.

cpd	Structure	IP6K1 inh	HEK293 viab	FLuc inh	HEK cytotox
1	O=C(c1ccc2ccccc2c1)N1C[C@@H]2C[C@H](C1)c1ccc(NS(=O)(=O)c3cccc(F)c3)c(=O)n1C2	-4	-21%	10%	?
2	O=C(CN1C(=O)CNC1=O)NCCc1noc(C2CCCC2)n1	-2	1%	2%	-15%
3	CC(C)CCNC(=O)c1cccc(-n2cnc3cccnc32)c1	2	7%	/	/
4	CCN1c2cc(C(=O)Nc3cccc(Br)c3)ccc2C(=O)N2CCCCC21 (centres undefined)	19	16%[12.5 µM]	-6%	18µM*
5	COc1ccc(CN2CC3(CCN(C(=O)Nc4cccc(C(F)(F)F)c4)CC3)C2=O)cc1	41	-22%	6%	?
6	CCCOc1cccc(C(=O)Nc2cccc(-c3nc4ncccc4o3)c2C)c1	17	5%	/	/
7	COc1ccc(Nc2ccnc(N3CCN(C(=O)Cc4ccc(F)cc4)CC3)n2)cc1	1	-17%[12.5 µM]	/	11µM*
8	O=C1NCc2ccccc2CC12CCCN2Cc1ccc(O)cc1 (centres undefined)	-4	-13%	/	i
9	Cc1cc(C(=O)N2CCCCCNC(=O)[C@@H]3CCC[C@@H]32)n(C)n1	-10	5%	3%	2%
10	O=C(CCC(F)(F)F)N1CCC2(CCCN(CC3CCCCC3)C2=O)C1 (centres undefined)	7	5%	-25%	-26%
11	Cc1cc(C(=O)NCC2(COc3cccnc3)C[C@@H](O)[C@@H](O)C2)no1 (some centres undefined)	-1	2%[87.6 µM]	-4%[172 µM]	-10%[172 µM]
12	COc1ccccc1C(=O)NC1CCN(c2cc(-c3ccc(F)cc3)[nH]n2)C1 (centres undefined)	0	-9%	-7%	?
13	O=C(O)/C=C/c1ccc(O)c(O[C@@H]2O[C@H](CO)[C@@H](O)[C@H](O)[C@H]2O)c1	3	-7%	/	/
14	O=C(Nc1ccccc1)N1CCC(N(C(=O)C2CC2)C2CCOCC2)CC1	-8	?	-4%	-1%
15	C[C@@H]1C(=O)O[C@H]2[C@H]1CC[C@@]1(C)Cc3sc(NS(=O)(=O)Cc4ccccc4)nc3[C@@H](C)[C@H]21	0	-27%	?	?

cpd	3T3 cytotox	SNCA expr inh	GPT2 inh
1	?	-1%	-8%
2	1%	6%	?
3	/	-1%	/
4	18µM*	13%	i
5	?	6%	-21%
6	/	-5%	/
7	25µM*	?	i
8	i	-23%	-5%
9	-14%	16%	i
10	-24%	33%[activator]	i
11	0%[174 µM]	-15%[87.6 µM]	i
12	?	2%	?
13	/	/	i
14	-15%	1%	i
15	?	-28%	i

Two entries drawn at random from those above:
cpd	Structure	IP6K1 inh	HEK293 viab	FLuc inh	HEK cytotox
13	O=C(O)/C=C/c1ccc(O)c(O[C@@H]2O[C@H](CO)[C@@H](O)[C@H](O)[C@H]2O)c1	3	-7%	/	/
15	C[C@@H]1C(=O)O[C@H]2[C@H]1CC[C@@]1(C)Cc3sc(NS(=O)(=O)Cc4ccccc4)nc3[C@@H](C)[C@H]21	0	-27%	?	?

cpd	3T3 cytotox	SNCA expr inh	GPT2 inh
13	/	/	i
15	?	-28%	i

Looked up above.
Entry of #1 under IP6K1 inh: -4
Entry of #2 under FLuc inh: 2%
Entry of #14 under SNCA expr inh: 1%
Entry of #4 under HEK293 viab: 16%[12.5 µM]
Entry of #11 under 3T3 cytotox: 0%[174 µM]
Entry of #12 under FLuc inh: -7%

Further structures follow:
cpd	Structure	IP6K1 inh	HEK293 viab	FLuc inh	HEK cytotox
16	CN1CCCC2(CC1)CCN(C(=O)CC13CC4CC(CC(O)(C4)C1)C3)CC2	21	1%	-7%	-23%
17	O=C(COc1ccc(F)cc1)NCC(=O)N1CCN(c2ccccn2)CC1	-4	-5%	-9%	1%
18	CCOC(=O)Cn1c(=O)oc2cc(S(=O)(=O)Nc3cc(OC)cc(OC)c3)ccc21	11	-5%	/	/
19	CC1Oc2ccc(NC(=O)c3ccc(Cl)cc3)cc2CN(Cc2cc(F)cc(F)c2)C1=O (centres undefined)	17	-13%	-9%	20µM*
20	O=S(=O)(c1ccc(Br)cc1)c1nnn2c1nc(NCCc1ccccc1)c1sccc12	13	8%	/	/
21	COCCNC(=O)c1ccc2nnc(Cc3ccco3)n2c1	1&4	4%&-18%[87.6 µM]	/	4%&-11%[172 µM]
22	O=C(CCc1ccsc1)N1CCC2(CC1)OCCCC2O (centres undefined)	16	8%	-3%	-9%
23	O=C(Nc1cncnc1)C1CCN(c2nc3ncccc3o2)CC1	6	6%[87.6 µM]	/	i
24	CN1C(=O)C(CC(=O)N2CC(O)C2)(Cc2ccccc2)c2ccccc21 (centres undefined)	8	-1%	2%	-7%
25	CSc1nc2sc3c(c2c(=O)n1-c1ccc(F)c(Cl)c1)CCN(C(C)=O)C3	-6	-15%	/	/
26	CCOC(=O)[C@@H]1CN(C(=O)N(C)C)[C@H]2c3ccc(OC)cc3O[C@@H]12	10	/	/	?
27	CCN1CCN(C(=O)C2CCc3nnc(-c4cccc(C(F)(F)F)c4)n32)CC1 (centres undefined)	10	-2%	/	-16%
28	Cc1cc(=O)n(CC(=O)Nc2cccc(C#N)c2)c(N2CCOCC2)n1	12	-2%	10%	1%
29	COc1ccc(C(=O)Nc2nc3c(s2)C[C@@H]2[C@](C)(CO)[C@H](O)CC[C@@]2(C)[C@@H]3CC(=O)NCc2ccco2)cc1	-6	-4%	-10%	79µM*
30	Cc1ccc2oc(=O)c3cnn(CC(=O)NCc4ccccc4Cl)c3c2c1	7	-14%	/	/

cpd	3T3 cytotox	SNCA expr inh	GPT2 inh
16	-11%	-4%	i[11.5 µM]
17	-2%	-13%	?
18	/	25%	/
19	?	-5%	i
20	/	25%	/
21	-11%&-13%[138 µM]	3%&31%[87.6 µM]	i
22	-8%	20%	-13%
23	i	-14%[87.6 µM]	i
24	0%	0%	-36%
25	/	12%	/
26	?	/	/
27	-15%	-6%	-2%
28	-3%	-4%	-3%
29	?	-10%	-5%
30	/	23%	/

The listing continues:
cpd	Structure	IP6K1 inh	HEK293 viab	FLuc inh	HEK cytotox
31	CCN1c2cc(C(=O)Nc3cccc(Cl)c3)ccc2C(=O)N2CCCC21 (centres undefined)	4	-12%[12.5 µM]	-11%	?
32	COC(=O)C1=C(C)N=C2SC=C(CC(=O)N3CCC(C)CC3)N2C1c1ccccc1Cl (centres undefined)	6	6%	-5%	?
33	CN1CCN(c2nc3c(c(=O)[nH]2)CCN(Cc2cccc(C#N)c2)CC3)CC1	8	-2%	0%	2%
34	COCCn1c(C)nnc1-c1cc(-c2cccc(O)c2)ccn1	21	-2%[87.6 µM]	-3%[172 µM]	?
35	CNc1cccnc1OC1CCN(C(=O)NCCOC)C1 (centres undefined)	8	9%	-3%	2%
36	CCN(CC)C(=O)c1ccc(-c2nnc3ccc(NC(=O)C4CC4)cn23)cc1	-7	7%	?	?
37	Cc1ccccc1CNC(=O)[C@H]1CCC[C@H]1NC(=O)c1ccncc1	9	?	-14%	-13%
38	O=C(NCc1ccco1)c1cc(-c2ccccc2F)cc2c1OCCN2Cc1cccnc1	-30*	?	-18%	?
39	CCN(CC)c1cc(CCC(=O)NCc2cccs2)ccn1	-5	3%	5%	i
40	Cc1cccc(C(=O)NC2CCN(c3cnn(C)c(=O)c3)CC2)c1	8	-7%	-3%	-11%
41	COc1ccc(N2CCN(CCCNC(=O)Cn3c(=O)c4cccn4c4c(C)ccnc43)CC2)cc1	-2	-15%	/	/
42	COc1ccc2c(c1)c1c(c(=O)n(Cc3ccccc3)c(=O)n1Cc1ccc(C)cc1)n2C	19	-7%	/	/
43	CS(=O)(=O)N(C1CC1)C1CCOC2(CCN(C(=O)CCc3ccccc3)CC2)C1 (centres undefined)	6	8%	-9%	?
44	CCc1nncn1C1CCN(S(=O)(=O)c2ccc(OC)c(Cl)c2)CC1	11	-6%	5%	?
45	COc1ccccc1NC(=O)CN(C)S(=O)(=O)c1cccc2cccnc12	7	-1%	/	/
46	CN1CCN(c2nc3c(c(=O)[nH]2)CCN(Cc2ccccc2)CC3)CC1	15	3%	0%	14%
47	O=C(CNC(=O)c1ccc(-c2cccc(C(F)(F)F)c2)cc1)NCCc1ccc(F)cc1	4	-3%[12.5 µM]	/	?
48	Cc1cccc(C)c1NC(=O)CN1C(=O)CCSc2ccc(S(=O)(=O)N3CCCC3)cc21	-8	-17%	/	/

cpd	3T3 cytotox	SNCA expr inh	GPT2 inh
31	?	11%	i
32	?	7%	1%
33	i	-13%	i
34	?	23%[87.6 µM]	?
35	i	0%	i
36	-18%	2%	i
37	-18%	-1%	i
38	?	-2%	1%
39	-1%	11%	0%
40	4%	19%	i
41	/	/	-20%
42	/	-2%	/
43	-10%	-7%	-7%
44	-23%	-13%	i
45	/	-10%	/
46	5%	44%[activator]	i
47	?	-9%	?
48	/	-11%	/

A draw from above in order of heavy-atom count, falling:
cpd	Structure	IP6K1 inh	HEK293 viab	FLuc inh	HEK cytotox
38	O=C(NCc1ccco1)c1cc(-c2ccccc2F)cc2c1OCCN2Cc1cccnc1	-30*	?	-18%	?
36	CCN(CC)C(=O)c1ccc(-c2nnc3ccc(NC(=O)C4CC4)cn23)cc1	-7	7%	?	?
45	COc1ccccc1NC(=O)CN(C)S(=O)(=O)c1cccc2cccnc12	7	-1%	/	/
40	Cc1cccc(C(=O)NC2CCN(c3cnn(C)c(=O)c3)CC2)c1	8	-7%	-3%	-11%

cpd	3T3 cytotox	SNCA expr inh	GPT2 inh
38	?	-2%	1%
36	-18%	2%	i
45	/	-10%	/
40	4%	19%	i
